# SR-BI DiI inh = inhibitors of SR-BI mediated HDL lipid uptake, primary screen, ldlA[mSR-BI] cells, fluorescence, single point | AID 488896, 2010 | 320,000 compounds, 0.96% hits | inhibition, % at 12.5 µM | ldlA[mSR-BI] CHO cells, DiI-HDL uptake fluorescence, 3 h;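 active = mean replicate inhibition of at least 70% and a set share of replicates each scoring 70 or more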;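 also: 0% = median of neutral control wells and 100% = median of positive control wells; values of inactives mirror those of a sister screen read the other way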
# NSD2 HMT inh = NSD2 histone methyltransferase inhibitors, primary screen, biochemical, AlphaScreen, single concentration, set 2; Histone-lysine N-methyltransferase NSD2 (Homo sapiens), O96028; NSD2 peptide methylation, 120 min; inhibition, % at 12.5 µM; 310,000 compounds, 0.54% hits; AID 743445, 2014; in the data active = inhibition above about 50%
# V-ATPase pHluor = regulators of yeast V-ATPase proton pumping, primary screen, pHLuorin cytosolic pH fluorescence; S. cerevisiae; AID 504577, 2011; 350,000 compounds, 0.37% hits; response, % at 10 µM; in the data active = response mostly above about 7.3%, no sharp cut-off; inactive = mostly below about 5.4%; also: actives read high; inactives centre near 0; some compounds called inactive have numbers as strong as hits; reference of the scale not given here
# HTR5A inv ag = HTR5A inverse agonists in luminescence cell assay, primary screen, counter-screen for OPRM1-OPRD1 heterodimer inverse agonist project, full-deck HTS; inhibition, % at 9.3 µM; 5-hydroxytryptamine receptor 5A (Homo sapiens), P47898; 340,000 compounds, 0.083% hits; HTR5A cell line, inverse agonism; AID 504634, 2011; in the data active = inhibition mostly above about 23%, no sharp cut-off; inactive = mostly below about 18%;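 also: 0% = cells with DMSO and 100% = no-cell wells with DMSO; some compounds called inactive have numbers as strong as hits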
# PvdQ inh = P. aeruginosa PvdQ acylase inhibitors, primary screen, biochemical, fluorescence, plate reader and imaging, single point | PvdQ acylase [Pseudomonas aeruginosa LESB58] | purified PvdQ acylase | inhibition, % at 10 µM | 340,000 compounds, 0.063% hits | AID 488965, 2010; in the data active = inhibition above about 30%, passing the limit was not always enough;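 also: 0% = vehicle neutral wells and 100% = reference inhibitor wells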
# Wnt bcat act = Wnt/beta-catenin pathway activators, primary screen, cell-based, plate reader, single point; activation, % at 9.35 µM; AID 743398, 2014; 300,000 compounds, 1.2% hits; Wnt/beta-catenin reporter cell assay, activator; in the data active = activation above about 30%, passing the limit was not always enough;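 also: 0% = neutral control wells and 100% = positive control wells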
# CDK5 p35 inh = inhibitors of human CDK5/p35 kinase, primary screen, biochemical, single concentration; Cyclin-dependent kinase 5 (Homo sapiens) + Cyclin-dependent kinase 5 activator 1 (Homo …; Recombinant CDK5/p35, ADP-Glo luminescence, 60 min; inhibition, % at 10 µM; 330,000 compounds, 0.01% hits; AID 488839, 2010;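 active = highest replicate inhibition of at least 50% and at least 75% of replicates reaching 50%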;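 also: plate controls were DMSO neutral control for no effect and GW8510 at 10 µM for full effect; many of its hits are not listed in these tables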
# MITF TRPM1 HTS = activators of MITF-driven TRPM1 promoter reporter, primary screen, cell-based, SK-MEL-5, luciferase, single point; SK-MEL-5 TRPM1-promoter luciferase, 24 h; % of positive control, neutral wells = 0; activation, % at 12.5 µM; 300,000 compounds, 0.75% hits;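 active = mean activation of at least 80% with every replicate also reaching 80%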;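 also: 0% = neutral control wells and 100% = parthenolide positive control wells; values of inactives mirror those of a sister screen read the other way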
# dFosB activator = activators of delta FosB homodimer, primary screen, biochemical, fluorescence polarization, TAMRA-CDK5 oligo, single point | Protein FosB (Mus musculus), P13346 | purified delta FosB; percent of positive-control signal above neutral wells | activation, % at 25 µM | 340,000 compounds, 0.99% hits | AID 493131, 2011;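 active = mean activation above about 17%, with every replicate also reaching it, limit read from the data, passing the limit was not always enough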;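 also: fluorescence polarization rise as delta FosB binds a TAMRA Cdk5 AP-1 oligo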
# HTR5A ag ctr = HTR5A agonists in luminescence cell assay, primary screen, counter-screen for OPRM1-OPRD1 heterodimer agonist project, full-deck HTS | cell-based | activation, % at 9.3 µM | 340,000 compounds, 0.61% hits; in the data active = activation mostly above about 9.5%, no sharp cut-off; inactive = mostly below about 7.6%;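 also: 0% = cells with vehicle only and 100% = reference agonist; strong numbers were not always called active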
# * hit, by the source's call; . = not tested or not shown.
SMILES,SR-BI DiI inh,NSD2 HMT inh,V-ATPase pHluor,HTR5A inv ag,PvdQ inh,Wnt bcat act,CDK5 p35 inh,MITF TRPM1 HTS,dFosB activator,HTR5A ag ctr
O=C(CCC(=O)OCc1ccc([N+](=O)[O-])cc1)Nc1ccccc1Cl,-23,-2,0,14,-9,-2,0.8,5,-3,-6
COC(=O)C1=C(CS(=O)(=O)c2ccc(OC)cc2)NC(=O)NC1c1ccccc1 (stereo not given),-18,1,-1,-3,-6,-1,.,-6,-3,3
N/C(Cc1cccc2ccccc12)=N\OC(=O)COc1ccccc1,-18,-2,7,-10,-7,-4,2.7,-12,-3,-1
CC(=O)Nc1ccc(S(=O)(=O)c2c(N)n(CCN3CCOCC3)c3nc4ccccc4nc23)cc1,-16,-3,1,-4,1,0,-3.0,3,-5,-2
O=C(CSc1ccc(-c2ccc(F)cc2)nn1)N1CCCCC1,-20,-5,2,-22,-15,3,3.6,40,-3,6
CC(C)Cc1nc2sc3c(NCc4ccco4)ncnc3c2c2c1COC(C)(C)C2,39,1,2,5,-8,-10,0.8,.,-8,1
COC(=O)c1ccc(Cl)c(NC(=O)CN2CCOCC2)c1,27,-4,-2,-13,-11,.,-1.7,7,-2,4
Cc1cc2c(cc(C(=O)OC(C(=O)NCc3ccco3)C(C)C)n2C)o1 (stereo not given),32,6,7,-33,5,-5,-0.2,-3,-5,1
COc1ccc(C(=O)Nc2ccc(S(=O)(=O)N3CCCC3)cc2)c(OC)c1,15,0,-4,-8,-4,-4,0.4,.,-5,3
COc1ccccc1-c1cc(C(=O)NCCCN2CCOCC2)no1,.,-7,-2,-9,-7,-1,-0.9,7,-10,3
O=C(CNC(=O)c1ccc(Cl)cc1)N/N=C/c1cccnc1,-9,-3,-3,18,1,-1,-3.3,-12,-8,-7
O=C1C(=O)N(C/C=C/c2ccccc2)c2ccccc21,-12,-1,-3,-2,9,-10,-0.1,-6,-12,1
Cc1nc(SCCC(=O)O)c2ccccc2n1,19,.,0,20,4,0,3.2,-12,1,-8
Cc1[nH]c(=O)[nH]c(=O)c1CSc1nnc(CCCCCNC(=O)OC(C)(C)C)o1,6,0,-3,-2,2,.,-1.0,.,3,1
CCOc1cccc(CN2CCC(n3nccc3NC(=O)CCCc3ccccc3)CC2)c1,37,4,1,7,0,1,-0.9,3,-11,-4
Cc1cccc(C)c1NC(=O)Cc1cccs1,1,0,4,17,-15,-4,1.7,35,-4,-4
N#CCC(=O)Nc1ccc(C(=O)OC(C(=O)Nc2ccc([N+](=O)[O-])cc2Br)c2ccccc2)cc1 (stereo not given),0,-5,0,-19,-1,-8,-1.8,-5,-10,6
CCN1CCN(c2ccc(S(=O)(=O)N3CCCCC3)cc2NC(=O)c2ccc(C)o2)CC1,1,.,-3,6,-9,.,-0.2,2,-3,-2
Fc1cccc(/C=N/Nc2nccnc2Cl)c1,-5,0,-1,2,-12,14,8.0,65,0,-3
Cc1ccc2c(c1C)OC(=O)CC2(C)C,-2,.,-4,3,-1,-2,1.2,0,4,-1
CC(=O)Nc1cccc(NC(=O)C(=O)c2cn(CC(=O)N3CCCCC3)c3ccccc23)c1,10,-6,-3,12,3,5,0.9,14,-14,-5
CCCc1c(CC)c(=N)c2ccccc2n1C,-30,-2,-4,20,7,1,-0.3,-8,-1,2
CC(C)C[C@H](NC(=O)N1c2ccccc2NC(=O)[C@@H]1C(C)C)C(=O)N[C@@H](Cc1ccccc1)C(=O)O,-28,.,2,1,-11,-1,-2.3,11,1,6
Cc1cc(C)c[n+](-c2[nH]c(=O)sc2/C=N/N=C(\[O-])c2cccnc2)c1,-19,28,1,-3,7,1,-1.6,-14,1,1
CCc1cc2c(=O)[nH]c(CC(N)=O)nc2s1,0,-2,-2,-13,2,-1,-1.0,1,1,-13
CCOc1ccc(NC(=O)[C@@H](NC(=O)c2ccco2)C(C)C)cc1,-3,-1,-1,-10,-13,0,-0.2,-9,4,3
COCCC1CCCCN1C(=O)c1cc(COc2cccc(C(C)=O)c2)on1 (stereo not given),13,-2,0,-10,5,14,-0.9,27,-1,-1
CC(=O)N1[C@H](C)C=C[C@]1(Cc1ccccc1)C(=O)NCCc1c[nH]c2ccccc12,-8,.,0,-8,-15,.,0.1,-1,-7,-1
CC1CCN(C(=O)c2cc(S(=O)(=O)N3CCOCC3)ccc2N2CCCC2)CC1,-12,1,-1,-10,0,15,2.3,1,-4,0
COc1ccc(C(=O)O/N=C(\N)c2ccccc2)cc1,-4,-3,0,-7,-6,27,28,49,-15,2
CCN(C(=O)CSc1nc2cc(C(=O)O)ccc2c(=O)n1-c1ccccc1F)C1CCS(=O)(=O)C1 (stereo not given),-17,-4,6,2,-18,-1,1.7,-7,-14,0
O=C(Nc1sc2c(c1-c1nc3ccccc3[nH]1)CCCC2)C1CC1,.,1,-1,-42,3,7,-0.1,-14,2,9
CCOC(=O)c1ccc(NC(=O)C(C)Sc2nc(O)c(-c3ccccc3)c(=O)[nH]2)cc1 (stereo not given),1,-2,-2,-6,-6,0,2.0,-3,-2,2
COc1ccc(OC)c(N2C(=O)CC(Cc3cc(C)cc(C)c3)C2=O)c1 (stereo not given),9,.,1,-16,-13,-4,-0.3,-2,-9,0
CC(C)CN(CCCNC(=O)CN1C(=O)CSc2ccc(S(=O)(=O)N3CCOCC3)cc21)CC(C)C,-45,3,-2,-4,8,-1,0.9,0,1,2
COc1cccc(Nc2ncccc2C(=O)O)c1,-12,1,3,-7,1,.,-1.5,18,-2,-2
CSc1nsc(SC)c1NC(=O)OCCc1ccccn1,22,1,-4,2,2,.,-0.1,.,-2,-1
COc1ccc2oc(C(=O)OC/C(O)=C(\C#N)c3nc4ccccc4[nH]3)c(C)c2c1,-18,0,-1,0,-14,0,1.1,-7,9,0
CCOC(=O)c1cc(-c2ccccc2)n(CCC(=O)N2CCN(c3ccc(OC)cc3)CC2)c1C,21,7,2,-3,-14,-7,-0.7,-7,-15,1
CCOC(=O)N1CCN(C(=O)Cc2ccc(-n3c(=S)[nH]c4ccccc4c3=O)cc2)CC1,13,4,3,10,-12,-3,-0.6,-12,-12,-3
CCn1cc(Br)c(C(=O)Nc2ccc(Cl)cc2Cl)n1,-12,-1,-2,-15,-10,.,2.4,.,-2,6
CCS(=O)(=O)Nc1cccc(-c2nc3cccnc3s2)c1C,32,.,0,14,1,11,-1.9,.,-6,-3
c1ccc(Cn2nnc3c(N4CCN(Cc5ccc6c(c5)OCO6)CC4)ncnc32)cc1,-30,-4,-5,-4,-6,.,-0.3,-4,-5,1
CCc1ccc(S(=O)(=O)Nc2cc3c(cc2N2CCOCC2)n(C)c(=O)c(=O)n3C)cc1,-9,-2,-1,-23,-4,3,0.5,-6,-1,4
Cc1ccc(S(=O)(=O)/N=C(\N)c2ccc(F)cc2)cc1,-2,-7,-3,23,-5,0,-0.7,17,0,-3
O=C(O/N=C1\CCCc2ccccc21)c1ccc(F)cc1,-12,-1,2,-40,-13,-2,0.2,.,-6,1
COc1ccc(C(CNC(=O)c2ccc(S(=O)(=O)Nc3ccccc3C)cc2)N2CCOCC2)cc1 (stereo not given),-3,0,-2,2,-22,-1,-0.4,-7,-5,-1
COc1ccccc1NC(=O)c1ccccc1NC(=O)c1ccccc1C(=O)O,2,-1,1,-3,5,2,0.1,4,3,1
CC1CC(C)CN(C(=O)COC(=O)c2ccc(N3CCCC3=O)cc2)C1 (stereo not given),10,-3,-1,4,-13,3,1.0,3,-14,2
Cc1cccc(CCNC(=O)CCCOc2cc(=O)n(C)c3ccccc23)c1,13,-6,3,-5,-8,1,2.6,5,-10,0
COc1ccc(/C=N/Nc2nccnc2Cl)cc1,-7,2,1,-9,7,.,14,1,-2,7
CN(c1ccc(C(=O)O)cc1)S(=O)(=O)c1ccc(Cl)cc1,10,-1,1,13,1,-1,0.6,-4,-2,0
CCCCSCc1[nH]c(=O)[nH]c1C(=O)CCCCC(=O)OCC,-19,0,2,-5,-9,7,-0.9,.,-3,4
CCOC(=O)Cc1nnc(NC(=O)C(CC)Sc2nncn2C)s1 (stereo not given),-5,.,1,-10,0,0,-1.0,.,3,4
O=C(COc1ccc(F)cc1)N(c1ccccn1)C1CCCCC1,-24,-3,-1,12,1,2,-0.2,4,-2,-1
O=S(=O)(Nc1ccc(N2CCOCC2)nn1)c1ccccc1,-7,2,-1,28,-8,.,-0.4,6,2,0
CSCC[C@H](NC(=O)[C@@H]1CSC2c3ccccc3C(=O)N21)C(=O)N1CCC[C@H]1CO (stereo not given in full),6,.,-2,5,-9,-1,-1.2,-12,-9,-1

# Structures listed so far with an aryl thioether with sulfur outside any ring, in the order listed:
SMILES,SR-BI DiI inh,NSD2 HMT inh,V-ATPase pHluor,HTR5A inv ag,PvdQ inh,Wnt bcat act,CDK5 p35 inh,MITF TRPM1 HTS,dFosB activator,HTR5A ag ctr
O=C(CSc1ccc(-c2ccc(F)cc2)nn1)N1CCCCC1,-20,-5,2,-22,-15,3,3.6,40,-3,6
Cc1nc(SCCC(=O)O)c2ccccc2n1,19,.,0,20,4,0,3.2,-12,1,-8
Cc1[nH]c(=O)[nH]c(=O)c1CSc1nnc(CCCCCNC(=O)OC(C)(C)C)o1,6,0,-3,-2,2,.,-1.0,.,3,1
CCN(C(=O)CSc1nc2cc(C(=O)O)ccc2c(=O)n1-c1ccccc1F)C1CCS(=O)(=O)C1 (stereo not given),-17,-4,6,2,-18,-1,1.7,-7,-14,0
CCOC(=O)c1ccc(NC(=O)C(C)Sc2nc(O)c(-c3ccccc3)c(=O)[nH]2)cc1 (stereo not given),1,-2,-2,-6,-6,0,2.0,-3,-2,2
CSc1nsc(SC)c1NC(=O)OCCc1ccccn1,22,1,-4,2,2,.,-0.1,.,-2,-1
CCOC(=O)Cc1nnc(NC(=O)C(CC)Sc2nncn2C)s1 (stereo not given),-5,.,1,-10,0,0,-1.0,.,3,4

# Source: PubChem BioAssay (several laboratories)
